BioA inh – M. tuberculosis BioA enzyme inhibitors, primary screen, biochemical, plate reader, single point, HTS; 7,8-diaminopelargonic acid synthase BioA (Mycobacterium tuberculosis); purified M. tuberculosis BioA enzyme; inhibition, % at 9.99 µM; 360,000 tested, 0.096% active; in the data active = inhibition above about 40%
Starred values were filed as active, the others as inactive. An excerpt; the hit share may differ from the screen's.

C[C@H]1CCCCO[C@@H](CN(C)C(=O)Nc2ccccc2)[C@@H](C)CN([C@@H](C)CO)C(=O)c2cc(NS(=O)(=O)c3cn(C)cn3)ccc2O1
  BioA inh = 11.1
CC(=O)N1[C@@H]2c3ccc(-c4ccccc4)c(=O)n3C[C@H]1[C@H](CO)[C@H]2C(=O)N1CCN(C)CC1
  BioA inh = -1.2
O=C(C[C@@H]1CC[C@@H](NC(=O)c2ccc(F)cc2)[C@H](CO)O1)NCCc1ccccc1
  BioA inh = -0.9
COc1cccc(NC(=O)N(C)C[C@@H]2Oc3cc(-c4ccccc4F)ccc3S(=O)(=O)N([C@@H](C)CO)C[C@@H]2C)c1
  BioA inh = -4.6
Cc1noc(C)c1NC(=O)Nc1ccc2c(c1)C(=O)N([C@H](C)CO)C[C@@H](C)[C@H](CN(C)Cc1ccc3c(c1)OCO3)OCCCC[C@@H](C)O2
  BioA inh = -0.7
CC=Cc1ccc2n(c1=O)C[C@@H]1[C@@H](CO)[C@H](C(=O)NCC)N(C(=O)c3cccnc3)[C@H]21 (mixture of isomers)
  BioA inh = -0.6
CCC(=O)N1[C@H](C(=O)NCC2CC2)[C@@H](CO)[C@@H]2Cn3c(cccc3=O)[C@@H]21
  BioA inh = 0.9
C[C@@H]1CN([C@H](C)CO)C(=O)c2cc(C#CC3(O)CCCC3)cnc2O[C@H]1CN(C)C(=O)Cc1ccncc1
  BioA inh = 3.9
C[C@@H]1CN([C@H](C)CO)C(=O)c2cc(C3=CCCCC3)cnc2O[C@H]1CN(C)C(=O)NC1CCCC1
  BioA inh = -2.3
COc1ccc(S(=O)(=O)Nc2ccc3c(c2)C(=O)N([C@H](C)CO)C[C@@H](C)[C@@H](CN(C)Cc2ccc4c(c2)OCO4)O3)cc1
  BioA inh = 3.1

Retrieved one by one from the entries so far:
COc1ccc(S(=O)(=O)Nc2ccc3c(c2)C(=O)N([C@H](C)CO)C[C@@H](C)[C@@H](CN(C)Cc2ccc4c(c2)OCO4)O3)cc1
  BioA inh = 3.1
C[C@H]1CCCCO[C@@H](CN(C)C(=O)Nc2ccccc2)[C@@H](C)CN([C@@H](C)CO)C(=O)c2cc(NS(=O)(=O)c3cn(C)cn3)ccc2O1
  BioA inh = 11.1
CC(=O)N1[C@@H]2c3ccc(-c4ccccc4)c(=O)n3C[C@H]1[C@H](CO)[C@H]2C(=O)N1CCN(C)CC1
  BioA inh = -1.2
O=C(C[C@@H]1CC[C@@H](NC(=O)c2ccc(F)cc2)[C@H](CO)O1)NCCc1ccccc1
  BioA inh = -0.9
C[C@@H]1CN([C@H](C)CO)C(=O)c2cc(C#CC3(O)CCCC3)cnc2O[C@H]1CN(C)C(=O)Cc1ccncc1
  BioA inh = 3.9
C[C@@H]1CN([C@H](C)CO)C(=O)c2cc(C3=CCCCC3)cnc2O[C@H]1CN(C)C(=O)NC1CCCC1
  BioA inh = -2.3

Continued.
C[C@@H]1CN([C@H](C)CO)C(=O)c2cc(NC(=O)NC3CCCCC3)ccc2O[C@H]1CN(C)C(=O)Nc1ccccc1
  BioA inh = -0.6
C[C@@H]1CN([C@H](C)CO)C(=O)Cc2cc(NC(=O)Cn3cnnn3)ccc2O[C@H]1CN(C)S(=O)(=O)c1cccs1
  BioA inh = 16.2
CCCNC(=O)N1C[C@@H]2[C@H](c3ccccc31)[C@@H](CO)N2C(=O)Nc1ccccc1
  BioA inh = -0.8
Cc1ccc(S(=O)(=O)Nc2ccc3c(c2)C(=O)N([C@H](C)CO)C[C@H](C)[C@H](CN(C)Cc2ccc(C(=O)O)cc2)OCCCC[C@H](C)O3)cc1
  BioA inh = -1.2
CN1C(=O)c2cc(NC(=O)C3CC3)ccc2OC[C@H]2O[C@H](CC(=O)NC3CCC3)CC[C@@H]21
  BioA inh = -7.3
Cc1noc(C)c1S(=O)(=O)Nc1ccc2c(c1)C(=O)N([C@@H](C)CO)C[C@@H](C)[C@@H](CN(C)C(=O)Nc1ccc3c(c1)OCO3)OCCCC[C@@H](C)O2
  BioA inh = -0.1
O=C(C[C@@H]1CC[C@H]2[C@@H](COC[C@@H](O)CN2Cc2cccc(-c3ccncc3)c2)O1)N1CCCCC1
  BioA inh = -1.5
COCC(=O)N1C[C@@H](C)[C@@H](OC)CN(C)C(=O)c2ccc(NS(C)(=O)=O)cc2OC[C@@H]1C
  BioA inh = -2.3
C[C@@H]1CCCCO[C@@H](CN(C)CC2CCCCC2)[C@H](C)CN([C@@H](C)CO)C(=O)c2cc(NC(=O)c3ccncc3)ccc2O1
  BioA inh = -0.4
CCCNC(=O)[C@@H]1[C@@H](CO)[C@@H]2Cn3c(ccc(C4=CCCCC4)c3=O)[C@@H]2N1Cc1ccccc1F
  BioA inh = 5.7

O=C(C[C@@H]1CC[C@@H]2[C@H](COC[C@H](O)CN2C(=O)c2ccc3c(c2)OCO3)O1)NCCN1CCCCC1
  BioA inh = -1.0
C/C=C/c1ccc([C@H]2[C@@H](CO)N(C(=O)Nc3ccccc3F)[C@H]2C#N)cc1
  BioA inh = -2.4
CO[C@@H]1CN(C)C(=O)c2ccc(NC(=O)c3ccc(Oc4ccccc4)cc3)cc2OC[C@H](C)NC[C@@H]1C
  BioA inh = 2.7
O=C(C[C@H]1CC[C@H](NS(=O)(=O)c2ccc(F)cc2)[C@@H](CO)O1)NC1CCC1
  BioA inh = -3.0
COc1ccc(CN(C)C[C@@H]2OCCCC[C@H](C)Oc3ccc(NC(=O)Nc4ccc(F)cc4)cc3C(=O)N([C@@H](C)CO)C[C@H]2C)cc1
  BioA inh = -1.0
CC=Cc1ccc2n(c1=O)C[C@@H]1[C@@H](CO)[C@H](C(=O)NCC)[C@H]2N1C(=O)C1CC1 (mixture of isomers)
  BioA inh = -1.2
O=C(Nc1nccs1)[C@@H]1[C@@H](CO)[C@@H]2Cn3c(cccc3=O)[C@H]1N2C(=O)C1CCCC1
  BioA inh = -1.0
O=C(C[C@@H]1CC[C@@H]2[C@H](COC[C@@H](O)CN2Cc2ccccc2F)O1)NCc1ccccc1F
  BioA inh = -1.6
C[C@@H]1CN([C@H](C)CO)C(=O)c2cccc(NC(=O)Nc3ccccc3)c2O[C@@H]1CN(C)Cc1ccc(Cl)c(Cl)c1
  BioA inh = -2.3
C[C@H]1CN([C@@H](C)CO)C(=O)c2cc(NC(=O)Cn3cnnn3)ccc2O[C@H]1CN(C)CC1CCCCC1
  BioA inh = -0.3

CN(C)C(=O)C[C@@H]1C[C@H]2c3cc(NC(=O)Nc4ccc(F)cc4)ccc3O[C@H]2[C@H](CO)O1
  BioA inh = 3.8
COc1ccc(NC(=O)N(C)C[C@@H]2OCCCC[C@@H](C)Oc3ccc(NC(=O)Cc4ccccc4)cc3C(=O)N([C@H](C)CO)C[C@@H]2C)cc1
  BioA inh = 1.0
C[C@@H]1CN([C@H](C)CO)C(=O)c2cc(NS(C)(=O)=O)ccc2O[C@H]1CN(C)Cc1ccc2c(c1)OCO2
  BioA inh = 0.5
C[C@@H](O)C#Cc1ccc2c(c1)O[C@@H](CN(C)Cc1cncnc1)[C@@H](C)CN([C@@H](C)CO)S2(=O)=O
  BioA inh = 1.0
Cc1ccc(S(=O)(=O)Nc2ccc3c(c2)CC(=O)N([C@@H](C)CO)C[C@@H](C)[C@H](CN(C)S(=O)(=O)c2c(C)noc2C)O3)cc1
  BioA inh = 1.8
C[C@@H]1CN([C@@H](C)CO)C(=O)c2cc(C#Cc3ccccn3)cnc2O[C@@H]1CN(C)Cc1ccncc1
  BioA inh = 1.9
CNC[C@H]1Oc2ccc(NS(=O)(=O)c3cccs3)cc2C(=O)N([C@@H](C)CO)C[C@@H]1C
  BioA inh = -1.0
O=C(c1ccccc1F)N1CC[C@H]2[C@H](CO)Nc3ccc(-c4ccccc4)cc3[C@H]21
  BioA inh = -0.6
CO[C@@H]1CC[C@H]2CCN(C)C(=O)[C@H](C)N(C)C(=O)c3cc(C#N)ccc3OC[C@H]1O2
  BioA inh = 22.5
COc1ccc(S(=O)(=O)N(C)C[C@H]2Oc3ccc(NC(=O)Nc4c(C)noc4C)cc3C(=O)N([C@H](C)CO)C[C@H]2C)cc1
  BioA inh = 0.3

CN(C)CC(=O)N[C@H]1CC[C@H](CCNC(=O)C2CCCCC2)O[C@@H]1CO
  BioA inh = -1.4
Cc1noc(C)c1NC(=O)N(C)C[C@@H]1OCCCC[C@H](C)Oc2ccc(NC(=O)NC3CCCCC3)cc2C(=O)N([C@@H](C)CO)C[C@@H]1C
  BioA inh = -2.2
C[C@H](O)C#Cc1ccc2c(c1)O[C@H](CN(C)Cc1ccccn1)[C@H](C)CN([C@H](C)CO)S2(=O)=O
  BioA inh = 0.1
C[C@H](O)C#Cc1cnc2c(c1)C(=O)N([C@@H](C)CO)C[C@H](C)[C@H](CN(C)Cc1ccccn1)O2
  BioA inh = -0.5
CCCNC(=O)N1C[C@@H](C)[C@@H](OC)CN(C)C(=O)c2ccc(NC(C)=O)cc2OC[C@@H]1C
  BioA inh = 1.1
O=C(C[C@@H]1C[C@H]2c3cc(NS(=O)(=O)c4ccc(F)cc4)ccc3O[C@H]2[C@@H](CO)O1)NCc1ccc(Cl)cc1
  BioA inh = 2.2
CN(C)C(=O)c1cccc(-c2ccc([C@@H]3[C@H](CO)N4CCCCN(C(=O)C5CCC5)C[C@@H]34)cc2)c1
  BioA inh = 3.1
COc1ccc(-c2cnc3c(c2)C(=O)N([C@@H](C)CO)C[C@@H](C)[C@@H](CN(C)C(=O)C2CCC2)O3)cc1
  BioA inh = 5.6
C[C@@H]1CCCCO[C@H](CN(C)C(=O)C2CCCCC2)[C@@H](C)CN([C@H](C)CO)C(=O)c2cc(NC(=O)Nc3cccc4ccccc34)ccc2O1
  BioA inh = -0.4
COc1ccc(CNC(=O)C[C@H]2C=C[C@@H](NC(=O)c3cccc(F)c3)[C@@H](CO)O2)cc1
  BioA inh = 0.7

Further structures.
mol | BioA inh
CC(C)NC(=O)N(C)C[C@@H]1Oc2c(NS(=O)(=O)c3cn(C)cn3)cccc2C(=O)N([C@H](C)CO)C[C@@H]1C | -0.7
C[C@H]1CN([C@@H](C)CO)C(=O)c2cc(NC(=O)Nc3ccccc3)ccc2O[C@@H]1CN(C)Cc1ccc(C(F)(F)F)cc1 | -3.5
C[C@@H]1CN([C@@H](C)CO)C(=O)Cc2cc(NC(=O)Nc3ccc(C(F)(F)F)cc3)ccc2O[C@H]1CN(C)S(=O)(=O)c1cccs1 | 0.0
C[C@@H]1CCCCO[C@@H](CN(C)Cc2ccc(Cl)c(Cl)c2)[C@@H](C)CN([C@H](C)CO)C(=O)c2cc(NS(=O)(=O)c3ccc(F)cc3)ccc2O1 | -2.9
COc1cccc(C#Cc2ccc3c(c2)O[C@@H](CN(C)C(=O)c2ccccn2)[C@H](C)CN([C@H](C)CO)S3(=O)=O)c1 | -2.6
C[C@@H]1CCCCO[C@@H](CN(C)C(=O)Nc2ccc(F)cc2)[C@H](C)CN([C@H](C)CO)C(=O)c2cc(NC(=O)Nc3ccccc3)ccc2O1 | -0.9
COc1ccc(S(=O)(=O)Nc2ccc3c(c2)C(=O)N([C@@H](C)CO)C[C@@H](C)[C@@H](CN(C)C(=O)c2ccncc2)OCCCC[C@@H](C)O3)cc1 | -1.3
Cc1ccccc1S(=O)(=O)NCC[C@@H]1CC[C@H](NC(=O)C2CCCCC2)[C@@H](CO)O1 | 7.8
O=C(C[C@@H]1CC[C@H]2[C@@H](COC[C@@H](O)CN2Cc2cc(F)cc(F)c2)O1)NC1CCCC1 | -1.2
CCCC#Cc1cnc2c(c1)C(=O)N([C@H](C)CO)C[C@@H](C)[C@@H](CN(C)C(=O)c1cccnc1)O2 | -2.1
C[C@@H]1CN([C@@H](C)CO)C(=O)c2cc(C#Cc3cccc(F)c3)cnc2O[C@@H]1CN(C)C(=O)C1CCCCC1 | -1.4
C[C@@H]1CN([C@H](C)CO)C(=O)c2cccc(NC(=O)c3cnccn3)c2O[C@@H]1CN(C)Cc1ccc(C(=O)O)cc1 | -2.3
CNC(=O)C[C@H]1CC[C@H]2[C@H](COc3ccc(NC(=O)c4ccccc4F)cc3C(=O)N2C)O1 | -2.5
NCC[C@H]1CC[C@@H](NC(=O)C2CCCC2)[C@@H](CO)O1 | -2.4
C[C@@H]1CN([C@H](C)CO)C(=O)Cc2cc(NC(=O)Nc3ccc(F)cc3)ccc2O[C@@H]1CN(C)Cc1ccc(C(=O)O)cc1 | 0.7
C[C@H]1CN([C@@H](C)CO)C(=O)c2cc(N(C)C)ccc2O[C@H]1CN(C)S(=O)(=O)c1ccccc1 | 6.3
C[C@@H]1CN([C@H](C)CO)C(=O)c2cc(NC(=O)Nc3ccccc3)ccc2O[C@@H](C)CCCCO[C@@H]1CN(C)CC1CCCCC1 | -1.0
Cc1ccccc1-c1ccc2c(c1)O[C@H](CN(C)C(=O)Nc1ccc(C(F)(F)F)cc1)[C@@H](C)CN([C@@H](C)CO)S2(=O)=O | -0.4
C[C@@H]1CN([C@@H](C)CO)C(=O)c2cc(C#CC3CC3)cnc2O[C@@H]1CN(C)C(=O)Nc1ccc(F)cc1 | 1.0
CC=Cc1ccc2n(c1=O)C[C@@H]1[C@@H](CO)[C@H](C(=O)N3CCCCC3)[C@H]2N1CC1CCCC1 (mixture of isomers) | 0.1
CN1C(=O)c2cc(NC(=O)Nc3ccccc3F)ccc2OC[C@@H]2O[C@@H](CC(=O)NCc3ccc(-c4ccccc4)cc3)CC[C@@H]21 | -2.0
CCN1[C@H](C(=O)NCCOC)[C@@H](CO)[C@@H]2Cn3c(ccc(-c4ccc(C(=O)N(C)C)cc4)c3=O)[C@@H]21 | 0.3
C[C@@H](NC(=O)C[C@H]1C=C[C@@H](NS(=O)(=O)c2cccc(F)c2)[C@@H](CO)O1)c1ccccc1 | 1.2
CNC[C@@H]1Oc2cc(C#CCOC)ccc2S(=O)(=O)N([C@@H](C)CO)C[C@@H]1C | -1.8
COc1ccc(S(=O)(=O)Nc2ccc3c(c2)CC(=O)N([C@H](C)CO)C[C@@H](C)[C@@H](CN(C)S(=O)(=O)c2cccs2)O3)cc1 | 2.1
CC(=O)N(C)C[C@H]1Oc2ncc(C#CCc3ccccc3)cc2C(=O)N([C@H](C)CO)C[C@@H]1C | 1.8
CCC(=O)N1[C@H](C(=O)NC2CCC2)[C@@H](CO)[C@@H]2Cn3c(ccc(C4=CCCCC4)c3=O)[C@@H]21 | 0.5
CC(C)NC(=O)N[C@H]1CC[C@H](CC(=O)NC2Cc3ccccc3C2)O[C@H]1CO | -1.7
CCCC#Cc1cnc2c(c1)C(=O)N([C@@H](C)CO)C[C@H](C)[C@@H](CN(C)C(=O)Cc1ccncc1)O2 | 2.0

Bioassay records: PubChem, Broad Institute
